# A-T KAP1 phos – potential ataxia-telangiectasia treatments restoring KAP-1 phosphorylation. […] A-T fibroblasts, KAP-1 phosphorylation AlphaLISA; neocarzinostatin DNA damage 30 min before lysis. 320,000 compounds, 0.19% hits. Potency, µM (series often up to 57.5 µM), inactives show at the highest dose activation, hits mostly activators; note: potency is the fitted concentration of half-maximal effect; % of control where 0% means no effect; nearly all actives have a fitted effect of over 45% in size
#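 ATM-like activity read as KAP-1 phosphorylation via AlphaLISA donor/acceptor antibody pairs after lysis and 6 hr at 25C. Cells were ATM-null patient fibroblasts ([…], hTERT), dosed 60 min, then exposed to the DSB inducer NCS for 30 min.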
# TSHR antagonist – blocks TSH signaling through the human TSH receptor | activity change, negative = inhibition, % at 11.5 µM | TSHR-expressing cells, TSH-stimulated cAMP HTRF, 2 h; hits give low values | P16473 | 330,000 compounds, 0.2% hits;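 active = activity change below a set negative limit, meaning inhibition stronger than a set level, cut at about -70% in these data; inconclusive = activity change between two set negative limits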; note: % is set by controls: 0 for no effect and ±100 for the full control effect
# Target sequence (P16473 whole entry, looked up): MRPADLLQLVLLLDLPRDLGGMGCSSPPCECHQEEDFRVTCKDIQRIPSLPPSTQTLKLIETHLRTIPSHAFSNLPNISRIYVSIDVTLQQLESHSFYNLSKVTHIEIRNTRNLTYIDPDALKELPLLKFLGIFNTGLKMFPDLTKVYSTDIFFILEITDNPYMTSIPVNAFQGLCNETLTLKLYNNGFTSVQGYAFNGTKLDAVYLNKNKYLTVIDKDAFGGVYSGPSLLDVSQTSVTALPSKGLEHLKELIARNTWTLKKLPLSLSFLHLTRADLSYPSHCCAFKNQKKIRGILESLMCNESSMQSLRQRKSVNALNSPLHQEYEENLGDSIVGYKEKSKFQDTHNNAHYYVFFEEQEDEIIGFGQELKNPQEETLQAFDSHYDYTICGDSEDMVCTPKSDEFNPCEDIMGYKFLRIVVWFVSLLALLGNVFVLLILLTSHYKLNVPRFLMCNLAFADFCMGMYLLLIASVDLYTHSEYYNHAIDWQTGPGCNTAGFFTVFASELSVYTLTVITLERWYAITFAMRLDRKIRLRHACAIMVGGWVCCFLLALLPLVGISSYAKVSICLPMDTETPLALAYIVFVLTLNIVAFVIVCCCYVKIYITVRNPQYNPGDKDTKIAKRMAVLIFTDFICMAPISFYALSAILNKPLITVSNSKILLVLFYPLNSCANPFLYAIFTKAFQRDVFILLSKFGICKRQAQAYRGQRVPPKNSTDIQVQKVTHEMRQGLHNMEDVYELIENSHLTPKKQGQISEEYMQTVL
#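 Cell-based HTRF cAMP assay; TSHR cells + compound, TSH EC80 (4nM final), 2 h, 37 deg C. Lysis with anti-cAMP cryptate and cAMP-d2, 30 min RT, read 665/620 nm.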
# Giardia kill – kills Giardia lamblia | Giardia lamblia trophozoite viability | activity change, % at 7.66 µM, hits read low | 340,000 compounds, 0.15% hits; in the data active = activity change below about -80%; inconclusive = between about -30% and that limit;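 note: parasites exposed to compound for two days anaerobically before the ATP read; % is set by controls: 0 for no effect and ±100 for the full control effect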
#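 Media and compound were dispensed first, then trophozoites at 100 cells/well; plates sat 48 hrs at 37 deg C without oxygen before ATP luminescence reagent was added and read after 15-30 min at room temperature.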
# MLL CXXC-DNA inh – inhibitors of human MLL CXXC domain-DNA interaction. AID 2662. Potency, µM (top dose mostly 115 µM), for the others: at the highest dose activity change, negative = inhibition, usual class: inhibitors. MLL-CXXC / FITC-HOXA9 DNA fluorescence polarization. Q03164. 290,000 compounds, 0.037% hits; active = well fitted inhibition curve with a large enough effect in the polarisation, with a control signal flat, not every such curve was filed as active; inconclusive = small, poorly fitted or top-dose-only effect, or effect the other way, or a change in a side signal; inactive = no such curve, though single readings can be large or run the other way; the % refers to the polarisation; note: potency is the fitted concentration of half-maximal effect
#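 Fluorescence polarization: 7 uM MLL-CXXC (stock) preincubated 5 min with compounds, then 50 nM fluorescein-HOX-A9 DNA (stock) added; 30 min ambient. Buffer 50 mM Tris-HCl pH 7.5, 50 mM NaCl, 1 mM DTT, 0.05% BSA.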
# GALK inhibitor – blocks human galactokinase activity. 270,000 compounds, 0.007% hits. AID 1868. Potency, µM (series often up to 57.5 µM), inactives show at the highest dose activity change, negative = inhibition, actives largely listed as inhibitors. Purified GALK, Kinase-Glo residual ATP luminescence; note: potency is the fitted concentration of half-maximal effect; % is set by controls: 0 for no effect and ±100 for the full control effect
#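 Luminescence from leftover ATP (Ultra-Glo luciferase/luciferin) served as read-out after a 1 h room-temperature reaction of 5 nM GALK with 35 uM ATP and 100 uM galactose.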
# BCR signal inh – chronic active BCR signaling inhibition; ABC-DLBCL IkBa-CBG/CBR reporter, luminescence ratio, 4 h; Potency, µM (top dose mostly 46.1 µM), without a hit: at the highest dose ratio change, negative = lower green/red ratio, most hits filed as inhibitors; 340,000 compounds, 0.05% hits; AID 493014; active = well fitted inhibition curve with a large enough effect in the signal ratio, with a control signal flat, not every such curve was filed as active; inconclusive = small, poorly fitted or top-dose-only effect, or effect the other way, or a change in a side signal; the % refers to the signal ratio;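 note: potency is the fitted concentration of half-maximal effect; plate controls were basal doxycycline-induced cells for no effect and cells given 10 µM MG132 for full effect; MG132 reads +100%, hits lower the ratio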
#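 Doxycycline induced both beetle luciferases in TMD8 lymphoma cells; IKK-driven degradation limits the IkappaBalpha-fused green signal, while red luminescence normalises for cell number and nonspecific effects. Compounds tested up to 46 uM, 4 hrs.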
# hERG WT inh – inhibitors of human wildtype KCNH2 potassium channel. activity change, % at 1.84 µM. U2OS, BacMam KCNH2, thallium flux FluxOr; hits give low values. 340,000 compounds, 0.37% hits. AID 720551;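 active = maximum activity change below -70%; inconclusive = maximum activity change between -70% and -50%; inactive = maximum activity change above -50%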; note: % is set by controls: 0 for no effect and ±100 for the full control effect
#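 U2OS cells transduced with wild-type KCNH2 virus are loaded with FluxOr dye for 45 min, and thallium flux is measured in kinetic reads before and after stimulation buffer. Rate constants are normalized to DMSO controls.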
# Coupling enz – counter-screen for Giardia aldolase inhibitors: coupling enzyme system. coupling enzyme system counterscreen, AmpLite Red fluorescence. activity change, negative = inhibition, % at 58.2 µM, hits read low. 290,000 compounds, 0.67% hits; in the data active = activity change below about -30%; note: % is set by controls: 0 for no effect and ±100 for the full control effect
#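 Compounds tested against the coupling enzymes alone at 57.5 uM final; readout was AmpLite Red fluorescence (525/598 nm) after 20 min at RT.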
# Tb PFK inh – T. brucei PFK enzyme inhibition | O15648 | T. brucei PFK, ADP-Glo luminescence | Potency, µM (doses to about 57.5 µM), inactives show at the top dose activity, negative = inhibition, most hits filed as inhibitors | 330,000 compounds, 0.17% hits | AID 485367;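 note: potency is the fitted concentration of half-maximal effect; 0% = uninhibited 1x PFK enzyme wells and -100% = no-enzyme wells; nearly all actives have a fitted effect of over 60% in size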
#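 In TEA buffer at pH 8.0 with 5 mM MgCl2, enzyme (1.25 nM) converted F6P (0.5 mM) and ATP (0.1 mM) for 45 min at room temperature. ADP product was read by luciferase luminescence.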
# TCR activator – T cell receptor activation; Potency, µM (titrated, usually from 9.22 µM), without a hit: at the highest dose activation of IL-2 secretion, actives largely listed as activators; primary human leukocytes, anti-CD3, IL-2 HTRF, 48 h; AID 504894; 330,000 tested, under 10 active; note: % of control where 0% means no effect
#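 Human primary leukocytes + a-CD3 beads + cpd, 48 hr; IL-2 in supernatant by HTRF (ex 320nm / em 665nm). No co-stimulatory signal supplied.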
# Active calls of the source: *; ? = inconclusive; / = not tested or not shown; [ ] = another dose, or the depositor's remark. Unless noted, calls come from the whole dose curve; as a rule, active = well fitted curve in the direction sought with a large enough effect; inconclusive = small, poorly fitted or top-dose-only effect, or another doubt; inactive = no such curve, though single readings can be large; an effect the other way counts as inactive or inconclusive.
canonical_smiles,TSHR antagonist,TCR activator,BCR signal inh,Tb PFK inh,Coupling enz,MLL CXXC-DNA inh,A-T KAP1 phos,GALK inhibitor,hERG WT inh,Giardia kill
O=C(CSc1nnc(CCCOc2ccc(Cl)cc2Cl)o1)Nc1ccc(C(=O)O)cc1,-2,-8%[46.1 µM],-1%,-2%,11,-7%,-2%,0%,6,-3
NC(=O)c1cc(-c2ccccc2)sc1NC(=O)CN1CCCCC1,-32,4%[46.1 µM],?,-1%,1,-7%,3%,0%,14,-2
CC(C)N(Cc1nc(-c2ccccc2)no1)C(=O)CN(C)S(=O)(=O)c1ccc(Br)cc1,-12,2%,6%,-2%,-3,-1%,-3%,-1%,-6,-3
OCCC1CN(Cc2ccc(F)cc2Cl)CCN1CCc1ccccc1 (configuration not stated),-1,6%,-4%,1%,1,-7%,1%,0%,15,-1
Cc1cccc(NC(=O)c2ccc(OCc3c(C)noc3C)cc2)n1,-40,/,1%,1%,/,/,7%,/,-7,-13
COc1cccc(NC(=S)N(Cc2cccc(Br)c2)CC2CCC(C(=O)O)CC2)c1 (configuration not stated),-1,0%,18%,-1%,5,3%,1%,6%,5,3
Cc1ccc(S(=O)(=O)/N=C2\C(=O)c3ccccc3C([O-])=C2n2cc[n+](CCC(C)C)c2)cc1,1,-8%,?,-25%,-52*,-16%,-5%,-2%,30,0
Cc1ccc(C(=O)NNC(=O)c2ccccc2-n2cccc2)cc1,0,5%,-15%,-3%,0,0%,-2%,14%,-6,-15
COc1ccc(S(=O)(=O)N2CCN(C(=O)C3CC3)CC2)cc1Br,40,5%,-3%,-8%,/,/,13%,/,2,-2
COc1ccc(N(CC(=O)N2CCc3ccccc32)S(=O)(=O)c2c(C)nn(C)c2C)cc1,-5,-5%,?,3%,2,-3%,14%,2%,-3,7
O=c1ccc2cc([N+](=O)[O-])c(CCO)cc2o1,1,4%,-7%,-5%,-3,6%,0%,/,-7,?
CS(=O)(=O)N1CCc2cc(C(=O)Nc3cccc([N+](=O)[O-])c3)ccc21,15,/,?,0%,-1,18%,-7%,-2%,-2,12
O=C(NCc1ccc2c(c1)OCO2)c1nc(Cn2ccc([N+](=O)[O-])n2)no1,11,1%,-9%,14%,0,0%,-3%,1%,-1,-9
Cc1ccc(OCC(O)Cn2c(=N)n(CCN3CCOCC3)c3ccccc32)cc1 (configuration not stated),6,2%,0%,-3%,-3,1%,7%,0%,27,3
CCOc1ccccc1NC(=O)NC(=O)N(C)S(=O)(=O)c1ccc(C)cc1,-8,-4%,-8%,-2%,-4,1%,4%,-1%,0,-17
CCc1ccccc1NC(=O)c1nnn(CC(=O)Nc2cccc(C)c2C)c1N,22,-25%,15%,0%,1,79%[activator],-9%,-5%,-1,8
O=C1CC(c2ccccc2)Cc2nc3ncnn3cc21 (configuration not stated),4,0%,?,-7%,-4,-3%,-3%,0%,-8,4
C1=C(c2cc3ccccc3cn2)CCCC1,4,-6%,?,0%,/,/,3%,/,27,-2
CC(C)c1c(C(=O)N/N=C/c2ccsc2)nnn1-c1nonc1N,3,-1%,?,-3%,/,-5%,2%,3%,18,42[activator]
CSc1ccccc1C(=O)NCc1ccc(C)cc1,8,2%,2%,-6%,-3,0%,-2%,4%,-9,-10
CNS(=O)(=O)c1cccc(C(=O)NCC2(N3CCOCC3)CCCCC2)c1,10,6%,0%,-6%,3,10%,8%,5%,1,19
CCOc1ccc(/C=C/C(=O)Nc2ccc(OC)cc2[N+](=O)[O-])cc1,-38,2%,0%,-1%,/,0%,5%,2%,3,-7
O=C(O)CCCCCNC(=O)OCC1c2ccccc2-c2ccccc21,-5,-4%,1%,1%,-1,9%,-7%,-1%,4,18
Nc1nc(NCc2ccco2)nc(Nc2ccccc2)c1[N+](=O)[O-],8,-2%,15%,-17%,-2,-16%,1%,/,-3,-25
COc1ccc(C2SCCN2C(=S)Nc2ccc(F)cc2)cc1 (configuration not stated),9,8%[46.1 µM],-23%,-13%,-1,13%,0%,2%,1,17
O=C(COC(=O)c1ccc([N+](=O)[O-])s1)NC(=O)NCc1ccccc1,3,-3%,-12%,1%,-2,20%,1%,0%,-4,-4
Cc1cnc(CN2CCc3c([nH]c4ccccc34)C2C2CCCCC2)[nH]1 (configuration not stated),16,4%,16%,13%,2,0%,-3%,1%,9,?
CO/N=C(/CNC(=O)c1ccc(Cl)cc1Cl)c1ccc(Cl)cc1,-6,-1%,?,0%,5,5%,0%,/,5,7
CCOC(=O)c1cc(OC(=O)c2cccc([N+](=O)[O-])c2)n(-c2ccccc2)n1,3,2%,?,1%,-1,-2%,-5%,1%,6,7
CCCCNC(=O)/C=C/c1cccs1,1,6%[46.1 µM],?,-1%,0,11%,-1%,6%,-10,-17
Cc1nc2ccccc2nc(=O)c1NNc1ccc([N+](=O)[O-])cc1,-1,-3%,0%,-7%,-1,-7%,2%,0%,3,10
CC(=O)N1CCC(=O)N(C(C)C)c2ccccc21,-6,14%,-4%,9%,3,3%,-4%,-3%,3,14
CCCCCCC1CCC(C(=O)N2CCOCC2)CC1 (configuration not stated),-13,-1%,-3%,1%,-1,13%,7%,-2%,/,-18
Cc1ccccc1C(=O)Nc1c(C(=O)N(CCN(C)C)Cc2ccco2)oc2ccccc12,7,1%,10%,1%,1,-3%,0%,1%,-92*,3
CCOc1ccc(S(=O)(=O)N2CCCC(C(=O)NCc3ccncc3)C2)cc1Cl (configuration not stated),27,-1%,3%,-4%,-3,?,7%,-1%,0,10
CCOC(=O)N1CCC(N(CCN(C)C)C(=S)Nc2cc(C)ccc2C)CC1,4,3%[46.1 µM],1%,3%,0,-3%,0%,0%,-3,-15
COC(=O)c1c(NC(=O)CN2CCN(c3ccccc3Cl)CC2)sc(C)c1C,9,-2%[46.1 µM],?,-4%,0,1%,3%,1%,-2,5
COc1ccccc1C(=O)Nc1cc(C)on1,-4,/,-1%,0%,1,-2%,6%,-3%,-3,17
O=S(=O)(Nc1ccc(-n2cccc2)cc1)c1ccc(F)cc1,14,5%,?,0%,-1,7%,-2%,1%,5,-20
CCOc1ccc(CNC(=O)C2CCC(=O)N2C2CCCC2)cc1OC (configuration not stated),17,10%,1%,5%,0,12%,-3%,-1%,-12,-24

# 6 entries from above, with values under each structure:
# Values run as follows: TSHR antagonist, TCR activator, BCR signal inh, Tb PFK inh, Coupling enz, MLL CXXC-DNA inh, A-T KAP1 phos, GALK inhibitor, hERG WT inh, Giardia kill
- Cc1cccc(NC(=O)c2ccc(OCc3c(C)noc3C)cc2)n1
 : -40, /, 1%, 1%, /, /, 7%, /, -7, -13
- COc1cccc(NC(=S)N(Cc2cccc(Br)c2)CC2CCC(C(=O)O)CC2)c1 (configuration not stated)
 : -1, 0%, 18%, -1%, 5, 3%, 1%, 6%, 5, 3
- Cc1ccc(S(=O)(=O)/N=C2\C(=O)c3ccccc3C([O-])=C2n2cc[n+](CCC(C)C)c2)cc1
 : 1, -8%, ?, -25%, -52*, -16%, -5%, -2%, 30, 0
- Cc1ccc(C(=O)NNC(=O)c2ccccc2-n2cccc2)cc1
 : 0, 5%, -15%, -3%, 0, 0%, -2%, 14%, -6, -15
- COc1ccc(S(=O)(=O)N2CCN(C(=O)C3CC3)CC2)cc1Br
 : 40, 5%, -3%, -8%, /, /, 13%, /, 2, -2
- COc1ccc(N(CC(=O)N2CCc3ccccc32)S(=O)(=O)c2c(C)nn(C)c2C)cc1
 : -5, -5%, ?, 3%, 2, -3%, 14%, 2%, -3, 7

# Further records follow.
canonical_smiles,TSHR antagonist,TCR activator,BCR signal inh,Tb PFK inh,Coupling enz,MLL CXXC-DNA inh,A-T KAP1 phos,GALK inhibitor,hERG WT inh,Giardia kill
CC(C)n1cc(CN2CCC(C(=O)Nc3ccc(Oc4ccccc4F)cc3)CC2)cn1,-12,2%,1%,4%,1,10%,0%,-1%,41,3
C=CCN1C(=O)c2ccccc2Sc2ccc(C(=O)NCC(OC)OC)cc21,16,-6%,0%,-4%,-1,-14%,13%,4%,16,-16
NC(N)=NCCCC(NC(=O)c1ccccc1)C(=O)Nc1ccc([N+](=O)[O-])cc1 (configuration not stated),3,-6%,0%,-6%,/,/,4%,/,1,3
COc1ccc(NS(=O)(=O)c2cccc(C(=O)NNC(=O)CNC(=O)c3ccc(C)cc3)c2)cc1,-9,-4%,1%,-2%,/,/,4%,/,10,-22

# Bioassay records: PubChem BioAssay, National Center for Advancing Translational Sciences (NCATS)
